NSD2 HMT inh: NSD2 histone methyltransferase inhibitors, primary screen, biochemical, AlphaScreen, single concentration, set 2. Histone-lysine N-methyltransferase NSD2 (Homo sapiens), O96028. inhibition, % at 12.5 µM. actives 0.54% (n = 310,000). NSD2 peptide methylation, 120 min; in the data active = inhibition above about 50%
PvdQ acylase: P. aeruginosa PvdQ acylase inhibitors, primary screen, biochemical, fluorescence, plate reader and imaging, single point; PvdQ acylase [Pseudomonas aeruginosa LESB58]; purified PvdQ acylase; inhibition, % at 10 µM; actives 0.063% (n = 340,000); in the data active = inhibition above about 30%, passing the limit was not always enough;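 note: 0% = vehicle neutral wells and 100% = reference inhibitor wells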
dFosB act: activators of delta FosB homodimer, primary screen, biochemical, fluorescence polarization, TAMRA-CDK5 oligo, single point; Protein FosB (Mus musculus), P13346; purified delta FosB; percent of positive-control signal above neutral wells; activation, % at 25 µM; actives 0.99% (n = 340,000); AID 493131, 2011;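 active = mean activation above about 17%, with every replicate also reaching it, limit read from the data, passing the limit was not always enough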;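 note: fluorescence polarization rise as delta FosB binds a TAMRA Cdk5 AP-1 oligo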
Target sequence (P13346 whole entry, looked up): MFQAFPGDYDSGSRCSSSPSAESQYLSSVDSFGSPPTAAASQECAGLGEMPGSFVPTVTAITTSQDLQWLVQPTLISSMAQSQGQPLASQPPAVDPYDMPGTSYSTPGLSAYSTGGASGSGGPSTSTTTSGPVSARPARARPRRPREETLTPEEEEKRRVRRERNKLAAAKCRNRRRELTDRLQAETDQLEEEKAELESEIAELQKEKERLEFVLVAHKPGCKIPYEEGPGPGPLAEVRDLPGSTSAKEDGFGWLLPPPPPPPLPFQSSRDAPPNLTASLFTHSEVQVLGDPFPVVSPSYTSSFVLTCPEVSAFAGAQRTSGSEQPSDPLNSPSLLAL
MITF act: activators of MITF-driven TRPM1 promoter reporter, primary screen, cell-based, SK-MEL-5, luciferase, single point | SK-MEL-5 TRPM1-promoter luciferase, 24 h; % of positive control, neutral wells = 0 | activation, % at 12.5 µM | actives 0.75% (n = 300,000) | AID 588334, 2011;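 active = mean activation of at least 80% with every replicate also reaching 80%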;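 note: 0% = neutral control wells and 100% = parthenolide positive control wells; values of inactives mirror those of a sister screen read the other way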
V-ATPase pHluor: regulators of yeast V-ATPase proton pumping, primary screen, pHLuorin cytosolic pH fluorescence; S. cerevisiae; response, % at 10 µM; actives 0.37% (n = 350,000); in the data active = response mostly above about 7.3%, no sharp cut-off; inactive = mostly below about 5.4%; note: actives read high; inactives centre near 0; some compounds called inactive have numbers as strong as hits; reference of the scale not given here
HTR5A ag ctr: HTR5A agonists in luminescence cell assay, primary screen, counter-screen for OPRM1-OPRD1 heterodimer agonist project, full-deck HTS. actives 0.61% (n = 340,000). cell-based. activation, % at 9.3 µM. 5-hydroxytryptamine receptor 5A (Homo sapiens), P47898; in the data active = activation mostly above about 9.5%, no sharp cut-off; inactive = mostly below about 7.6%;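 note: 0% = cells with vehicle only and 100% = reference agonist; strong numbers were not always called active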
Target sequence (P47898 whole entry, looked up): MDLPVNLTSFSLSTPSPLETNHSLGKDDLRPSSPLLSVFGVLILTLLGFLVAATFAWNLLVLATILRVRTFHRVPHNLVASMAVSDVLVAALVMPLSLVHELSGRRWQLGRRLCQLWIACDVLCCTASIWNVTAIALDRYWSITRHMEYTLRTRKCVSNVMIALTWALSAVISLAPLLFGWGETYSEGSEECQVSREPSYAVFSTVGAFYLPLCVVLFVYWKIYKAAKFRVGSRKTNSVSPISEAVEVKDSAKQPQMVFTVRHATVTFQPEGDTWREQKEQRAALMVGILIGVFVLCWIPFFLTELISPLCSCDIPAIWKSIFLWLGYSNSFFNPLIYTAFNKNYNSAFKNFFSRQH
CDK5 p35 inh: inhibitors of human CDK5/p35 kinase, primary screen, biochemical, single concentration. Cyclin-dependent kinase 5 (Homo sapiens) + Cyclin-dependent kinase 5 activator 1 (Homo …. AID 488839, 2010. inhibition, % at 10 µM. Recombinant CDK5/p35, ADP-Glo luminescence, 60 min. actives 0.01% (n = 330,000);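 active = highest replicate inhibition of at least 50% and at least 75% of replicates reaching 50%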;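 note: plate controls were DMSO neutral control for no effect and GW8510 at 10 µM for full effect; many of its hits are not listed in these tables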
Wnt bcat act: Wnt/beta-catenin pathway activators, primary screen, cell-based, plate reader, single point; Wnt/beta-catenin reporter cell assay, activator; activation, % at 9.35 µM; actives 1.2% (n = 300,000); in the data active = activation above about 30%, passing the limit was not always enough;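 note: 0% = neutral control wells and 100% = positive control wells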
SR-BI HDL uptake: inhibitors of SR-BI mediated HDL lipid uptake, primary screen, ldlA[mSR-BI] cells, fluorescence, single point; inhibition, % at 12.5 µM; ldlA[mSR-BI] CHO cells, DiI-HDL uptake fluorescence, 3 h; Scavenger receptor class B member 1 (Mus musculus), Q61009; actives 0.96% (n = 320,000);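 active = mean replicate inhibition of at least 70% and a set share of replicates each scoring 70 or more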;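 note: 0% = median of neutral control wells and 100% = median of positive control wells; values of inactives mirror those of a sister screen read the other way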
HTR5A inv ctr: HTR5A inverse agonists in luminescence cell assay, primary screen, counter-screen for OPRM1-OPRD1 heterodimer inverse agonist project, full-deck HTS; 5-hydroxytryptamine receptor 5A (Homo sapiens), P47898; HTR5A cell line, inverse agonism; inhibition, % at 9.3 µM; actives 0.083% (n = 340,000); in the data active = inhibition mostly above about 23%, no sharp cut-off; inactive = mostly below about 18%;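 note: 0% = cells with DMSO and 100% = no-cell wells with DMSO; some compounds called inactive have numbers as strong as hits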
An asterisk follows results filed as active; . = no result given; & = joins results of further samples.

no.	compound	NSD2 HMT inh	PvdQ acylase	dFosB act	MITF act	V-ATPase pHluor	HTR5A ag ctr	CDK5 p35 inh	Wnt bcat act	SR-BI HDL uptake	HTR5A inv ctr
1	Cc1cc(C)nc(NC(=O)CSc2nccc(C)n2)n1	0	-9	-8	-13	-2	-1	0.8	-2	-3	2
2	Cc1nsc(Nc2ccc([N+](=O)[O-])cc2)c1C#N	-12	-4	5	-6	-1	4	0.5	-14	23	-25
3	CCN(C(=O)COC(=O)c1cc(-c2cccc3ccccc23)nc2ccccc12)C1CCS(=O)(=O)C1 (centres undefined)	-1	-4	5	4	-3	-1	-0.5	-5	36	13
4	CC(=O)Nc1c(C(=O)O)ccc(C)c1OCc1ccccc1	-1	-13	1	4	1	0	-1.9	-2	13	0
5	O=C(CCl)NNC(=O)c1c(O)c2ccccc2[nH]c1=O	10	-10	-9	-2	0	-3	0.5	-5	.	-21
6	CC(C)n1nnnc1SCC(=O)N1CCN(Cc2ccc3c(c2)OCCO3)CC1	1	-8	0	-10	7	5	0.1	-4	-4	-13
7	Cc1nc(C(F)(F)F)ccc1C(=O)NCC(O)c1ccccc1 (centres undefined)	36	-11	-4	38	10	0	-0.1	4	-6	-1
8	Cc1cccc(NC(=O)c2ccc(S(=O)(=O)N(C)c3ccccc3)cc2)n1	.	-11	-2	1	-3	-1	0.7	-4	56	4
9	Cc1ccc(CNC(=O)C(=O)NCCC2CCCCN2S(=O)(=O)c2ccccc2)cc1 (centres undefined)	0	-10	-11	-2	2	-4	2.4	-4	27	10
10	Cc1ccc(N2C(=O)c3n[nH]c(C)c3C2c2cccnc2)cc1 (centres undefined)	-1	-18	2	.	-1	-2	-0.8	0	-10	-2
11	COC(=O)c1ccc2c(=O)n(CCCN3CCOCC3)c(=S)[nH]c2c1	-4	-13	-1	-19	-2	5	0.9	.	-19	8
12	COc1ccc(COC(=O)C2=C(C)NC(=O)NC2c2ccc(OC)c(OC)c2)cc1 (centres undefined)	12	14	-1	.	2	-2	-0.1	0	-11	6
13	Cc1ccc(C(=O)N2CCN(c3ccc(C(F)(F)F)cn3)CC2)cc1	-4	-11	-3	.	-10	3	0.2	.	5	9
14	CCCOc1ccc(N2CC(C(=O)Nc3ccccc3F)CC2=O)cc1 (centres undefined)	0	-14	-1	8	-1	9	-1.8	0	11	-24
15	Clc1ccc(-c2csc(N3CCc4ccccc4C3)n2)cc1	0	-7	6	.	-2	5	-0.6	.	-17	-14
16	Cc1ccc(C(=O)Nc2ccccc2C(=O)N2CCCC2)cc1[N+](=O)[O-]	-1	-5	2	2	-2	0	0.5	-3	12	-7
17	Cc1sc(NC(=O)CCCCC(=O)Nc2sc(C)c(C)c2C(=O)O)c(C(=O)O)c1C	9	-11	4	-5	0	-2	1.9	22	8	-3
18	Cc1nc2c3c4c(sc3n3c(SCC(=O)NCc5ccco5)nnc3n2n1)COC(C)(C)C4	4	-9	-3	1	-3	3	0.4	-1	0	-28
19	COc1ccc([C@@H]2[C@@H]3C(=O)N(C(C)(C)C)C(=O)[C@@H]3[C@]3(C)C(=O)N(c4ccc(C)cc4)C(=O)N23)cc1	.	-8	-8	14	1	0	0.1	0	-16	-14
20	COc1ccc(-c2cc3nc(C)c(CCC(=O)NCc4ccco4)c(C)n3n2)c(OC)c1	1	-13	-7	7	3	11	-0.3	-2	15	-28
21	CCN=C1SC(CC(=O)Nc2ccccc2)C(=O)N1CC (centres undefined)	-2&-5	-13&5	-7&-4	3&-5	-3&0	-2&-2	-1.9&-0.3	0&-10	22&25	9&-19
22	Cc1ccc(NC(=O)CS(=O)c2ccccc2N)c(C)c1 (centres undefined)	5	-11	5	14	-4	0	-0.8	-3	10	9
23	O=C(Nc1ccon1)c1nc[nH]c1C(=O)N1CCc2ccccc2C1	.	-12	-3	20	1	-11	-5.0	-4	-13	29
24	Cc1ccccc1C(=O)NC1CCN(C(=O)NCc2ccccc2)CC1	-4	-11	-1	-2	0	-3	-5.8	-1	-200	-11
25	CCO[C@H]1OC(C(=O)NCc2ccccc2)=C[C@@H](C2CCCCC2)[C@@H]1CCCO	.	-10	-10	5	3	-4	-1.2	-5	21	10
26	N/C(=N\OC(=O)c1ccccc1[N+](=O)[O-])c1ccccn1	1	-5	4	35	1	9	5.5	14	10	-25
27	CCOC(=O)C1=C(COC(=O)/C=C/c2ccc(Cl)cc2)NC(=O)NC1C (centres undefined)	-3	-11	-1	0	8	-2	-0.8	3	0	20
28	CC(C)CC1Nc2ncnc(N3CCN(c4ccccn4)CC3)c2N(Cc2ccc(Br)cc2)C1=O (centres undefined)	.	-10	2	2	5	-11	-4.2	-2	-24	21
29	Cc1ccc[n+](CC(=O)c2ccc(Br)cc2)c1C	-2	-1	-3	-6	5	0	0.6	0	-25	1
30	CC(C)OP(=O)(c1ccc(N(C)C)cc1)C(O)c1ccc(N(C)C)cc1 (centres undefined)	1	10	-2	-3	-2	0	0.1	-4	0	0
31	CCCNC(=O)C1(S(=O)(=O)c2ccccc2)CC=CC1	.	-7	-1	16	1	9	0.4	2	12	-24
32	COc1ccc(-c2cc(C(F)(F)F)nc(-n3ccnc3)n2)cc1	-6	3	-12	-13	4	3	-0.3	2	.	-8
33	CCCCC(=O)Nc1ccc(C(=O)NNC(=O)CCCOc2ccc(Cl)cc2Cl)cc1	0	-4	9	-3	-5	3	0.8	-2	-23	-27
34	COC(=O)CN1C(=O)[C@H]2[C@@H](C3CC3)N3C(=O)CN(Cc4ccccn4)C(=O)[C@@]3(Cc3ccccc3)[C@H]2C1=O	.	14	3	-3	-2	2	0.6	-1	-22	-10
35	C=CCN1C(=O)c2cccc3c(N4CCCCC4)ccc(c23)C1=O	-9	-13	-7	45	0	-4	0.9	-3	8	3
36	CC(C)c1ccc(S(=O)(=O)N2CCN(C(=O)c3ccco3)CC2)cc1	-3	-7	-17	-2	-3	-1	0.0	-2	-15	2
37	Cc1ccc(C(=O)NCc2ccc(Cl)cc2)o1	-2	-2	-3	6	-3	-1	-0.4	2	18	13
38	O=c1oc2ccc(Cl)cc2nc1/C=C(\O)c1cccs1	1	9	1	.	3	1	0.4	-9	.	-14
39	NNc1ccc(S(=O)(=O)N2CCCCC2)cn1	-9	8	-5	2	1	-5	0.7	-1	.	26
40	CCC(C)[C@H](NC(=O)N1CC(=O)Nc2ccccc21)C(=O)N[C@H](Cc1c[nH]c2ccccc12)C(=O)O (some centres undefined)	.	-11	-3	-18	-2	4	-0.8	0	-9	-11
41	CC1(C)C[C@H]2C3=CCC4[C@@]5(C)CC[C@H](O)[C@@](C)(CO)C5CC[C@@]4(C)[C@]3(C)C[C@@H](O)[C@@]2(CO)[C@@H](O)[C@@H]1O (some centres undefined)	.	-11	-17	7	-4	10	-0.8	-2	-13	-28
42	Cc1ccc(C(=O)CSc2nnc(C3CC3)n2C2CC2)s1	.	-18	0	.	0	2	-1.1	25	6	5
43	O=C(COc1ccc(C(=O)c2ccccc2)cc1)NCc1ccc(F)cc1	0	-2	6	-9	1	-1	1.4	.	-8	-26
44	CC(=O)Oc1cccc(C(=O)Nc2cccc(C(=O)Nc3ccccc3C(=O)O)c2)c1	0	-4	-11	.	2	7	3.1	0	-2	4
45	COC(=O)c1ccc(S(=O)(=O)NC(C)(C)C)n1C	0	-8	1	-1	-1	-3	-0.4	-1	0	-10
46	Nc1nc(SCC(=O)NC2CCCCCC2)[nH]c(=O)c1-c1ccccc1	-2	7	-1	-5	0	-2	1.8	.	-1	6
47	COc1cc(/C=C/C(=O)NCCN2CCOCC2)cc(OC)c1OC	10	4	1	6	-6	-1	1.4	.	-1	-5
48	CCOC(=O)COc1cc(-n2c(=S)[nH]c3ccccc3c2=O)c(Cl)cc1Cl	0	13	-4	5	0	-15	1.0	0	8	-9
49	CC(C)OC(=O)c1cc2c(ccn2C)n1CC(=O)N1CCC(Cc2ccccc2)CC1	7	0	4	-3	-2	1	-0.5	-7	-14	6
50	N#CCC(=O)N/N=C\c1ccc(OC/C=C/c2ccccc2)cc1	-2	8	-16	122*	-3	.	0.4	27	20	.
51	CC(C)c1ccc(NC(=S)Nc2cccc3ccccc23)cc1	3	-7	-8	1	-1	2	0.3	10	11	-14
52	CCOC(=O)c1ccccc1NC(=O)c1cn(-c2ccc(OC)cc2)c(=O)c2ccccc12	0	-4	-4	-11	-2	-1	-1.0	-5	.	3
53	Cn1cc(CN2CCCC(CO)C2)c(-c2ccc(Oc3ccccc3)cc2)n1 (centres undefined)	3	-3	0	-11	1	1	-1.1	-2	-11	-28
54	COc1ccc(Br)cc1CNC(=O)CN1C(=O)C(c2ccccc2)Oc2cccnc21 (centres undefined)	-5	-5	27*	-11	0	-2	-0.1	-4	40	-1
55	COc1ccc(CN(C(=S)Nc2ccccc2)C2CC(=O)N(c3ccc(Cl)cc3)C2=O)cc1 (centres undefined)	-1	7	3	-13	-3	3	0.7	.	-14	-7
56	COC(=O)c1ccccc1NC(=S)N1CCN(c2ccccn2)CC1	-1	1	-3	4	-2	1	2.2	26	.	2

Later entries
no.	compound	NSD2 HMT inh	PvdQ acylase	dFosB act	MITF act	V-ATPase pHluor	HTR5A ag ctr	CDK5 p35 inh	Wnt bcat act	SR-BI HDL uptake	HTR5A inv ctr
57	O=C(N/N=C/c1ccccc1C(=O)O)c1ccccc1Br	0	3	-4	-7	0	2	0.9	1	-10	-4
58	Cc1cc(OC(C)C(=O)N(Cc2ccco2)C2CCS(=O)(=O)C2)cc(C)c1Cl (centres undefined)	.	-4	-6	2	0	-2	-0.2	.	4	5
59	Cc1cc(NC(=O)c2ccc(Br)cc2)nc(C)n1	-7	-18	-7	8	1	-3	-0.5	-1	13	7
60	O=C(Nc1c(C(=O)Nc2cccc3ccccc23)cnn1-c1ccccc1)c1ccco1	-1	-12	0	-8	-3	-6	-2.1	.	1	-15
61	O=C(O)CSCNC(=O)C12CC3CC(CC(C3)C1)C2	0	2	-2	-9	0	-2	-1.9	.	-4	6
62	CCN(CC(=O)Nc1ccc(OC)cc1)C(=O)Cc1ccsc1	-1	11	-2	3	1	4	-0.3	-5	-25	-9
63	O=C(NCc1cccc(CNC(=O)C(=O)NCc2ccco2)c1)C(=O)NCc1ccco1	1	-27	-1	-12	-5	-2	-4.9	-3	-20	6
64	Cc1ccc(Cl)cc1N(CC(=O)NCc1ccc2c(c1)OCO2)S(C)(=O)=O	-3	-10	-12	5	1	-1	0.2	-1	5	28
65	CCOCC(=O)N(CC)Cc1ccccc1	-3	6	-4	0	5	1	1.0	-18	-10	-3
66	Cc1c(C(=O)OCC(=O)N(C)CC(=O)Nc2ccc(F)cc2)oc2ccccc12	-2	4	-15	-3	3	3	-0.1	-1	37	-15
67	CCOC(=O)Cn1cnc2c(cnn2-c2ccccc2)c1=O	2	-6	-1	19	-1	-1	0.8	1	-50	5

Bioassay records: PubChem BioAssay, several laboratories
